Anthrax LF prot: Bacillus anthracis LF protease inhibitors, primary screen, biochemical, multiplex microsphere, MLPCN library | Lethal factor (Bacillus anthracis), P15917 | multiplex microsphere protease cleavage assay | inhibition, % at 10 µM | 0.12% of 360,000 active; further: plate controls were buffer without enzyme for full effect and enzyme alone for no effect
Target sequence (P15917 whole entry, looked up): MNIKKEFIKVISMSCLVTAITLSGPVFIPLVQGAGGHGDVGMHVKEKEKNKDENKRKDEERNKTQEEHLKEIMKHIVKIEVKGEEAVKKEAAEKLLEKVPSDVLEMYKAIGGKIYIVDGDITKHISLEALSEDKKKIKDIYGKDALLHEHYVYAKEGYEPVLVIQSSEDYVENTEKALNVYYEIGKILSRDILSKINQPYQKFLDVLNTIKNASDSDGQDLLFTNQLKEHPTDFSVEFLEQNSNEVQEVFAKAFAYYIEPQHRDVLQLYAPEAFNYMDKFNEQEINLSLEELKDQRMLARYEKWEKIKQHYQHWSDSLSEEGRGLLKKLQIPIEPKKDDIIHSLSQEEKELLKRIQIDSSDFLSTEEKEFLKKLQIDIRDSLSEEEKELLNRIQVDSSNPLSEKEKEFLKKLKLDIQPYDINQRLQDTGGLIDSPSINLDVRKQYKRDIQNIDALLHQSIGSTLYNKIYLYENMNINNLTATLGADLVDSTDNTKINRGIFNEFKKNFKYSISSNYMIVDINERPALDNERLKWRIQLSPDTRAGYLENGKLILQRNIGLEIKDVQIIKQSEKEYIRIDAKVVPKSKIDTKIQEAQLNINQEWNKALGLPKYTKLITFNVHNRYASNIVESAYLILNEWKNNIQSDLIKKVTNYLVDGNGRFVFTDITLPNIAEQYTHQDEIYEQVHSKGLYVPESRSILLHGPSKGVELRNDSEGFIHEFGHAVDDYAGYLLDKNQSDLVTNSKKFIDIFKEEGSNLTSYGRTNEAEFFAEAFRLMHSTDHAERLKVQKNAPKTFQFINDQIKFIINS
TcdB GH inh: TcdB glycohydrolase inhibitors, primary screen, biochemical, single point, plate reader; Toxin B (Clostridioides difficile), P18177; TcdB glycohydrolase enzymatic assay; inhibition, % at 9.99 µM; 0.24% of 350,000 active; AID 652162, 2013; in the data active means inhibition above about 10%
BH1578 lux ind: inducers of Vibrio cholerae quorum light production without autoinducers, primary screen, BH1578 luxS cqsA deficient, single point | V. cholerae BH1578 lux reporter, luminescence, 6 h | activation, % at 18.7 µM | AID 588436, 2011 | 0.16% of 350,000 active; in the data active means activation mostly above about 9.7%, no sharp cut-off; inconclusive means no clear call, values can overlap the other calls; inactive means mostly below about 3.7%; further: not every result past the cut was called active; inactives centre near 0; reference of the scale not given here
Y pestis TopoI: Yersinia pestis topoisomerase I inhibitors, primary screen, biochemical, cleavage product accumulation, plate reader, single point | DNA topoisomerase I (Yersinia pestis CO92) | Y. pestis Topo-I cleavage product accumulation | activity, % at 10 µM | 0.064% of 360,000 active | AID 504884, 2011; in the data active means activity above about 50%, passing the limit was not always enough; inconclusive means no clear call, values can overlap the other calls; further: inactives centre near 2
PfHsp40 rescue: rescue of yeast from PfHsp40 toxicity, primary screen, S. cerevisiae, ATP luminescence; S. cerevisiae expressing PfHsp40, growth rescue; growth rescue, % at 12.5 µM; 0.68% of 340,000 active; AID 504582, 2011; in the data active means growth rescue above about 28%, passing the limit was not always enough; inconclusive means no clear call, values can overlap the other calls;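 further: yeast W303a lacking pdr1 and pdr3 grown in galactose medium; growth measured after three days at 30 °C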
PriA SSB inh: inhibitors of Klebsiella pneumoniae PriA binding to SSB C-terminal tail, primary screen, biochemical, AlphaScreen; AlphaScreen SSBct-PriA binding, biotinylated peptide; inhibition, % at 33 µM; 0.6% of 430,000 active; in the data active means inhibition mostly above about 37%, no sharp cut-off; inactive means mostly below about 20%;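 further: plate controls were negative control peptide for no effect and reference peptide for full effect; strong numbers were not always called active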
BoNT-A LC inh2: BoNT/A light chain protease inhibitors, primary screen, biochemical, flow cytometry, MLPCN library. inhibition, % at 10 µM. 0.17% of 360,000 active. multiplex microsphere protease substrate cleavage; further: plate controls were buffer without enzyme for full effect and enzyme alone for no effect
3CLpro inhibitor: SARS-CoV 3CLpro protease inhibitors, primary screen, biochemical, quenched FRET; recombinant SARS-CoV 3CLpro, quenched FRET peptide cleavage; inhibition, % at 6 µM; 0.14% of 290,000 active; AID 1706, 2009; in the data active means inhibition above about 12%
PrPC surface inh: inhibitors of human cell surface prion protein PrPC, primary screen, cell-based, TR-FRET; Major prion protein (Homo sapiens), P04156; TR-FRET read-out; inhibition, % at 13.8 µM; 0.43% of 370,000 active; AID 720596, 2013; in the data active means inhibition above about 24%; further: 0% = median of the test wells and 100% = reference compound wells
Starred values were filed as active, the others as inactive; i = inactive; ? = inconclusive; . = not tested or not shown; & = joins results of further samples. Unless noted, no stated cut-off is given here; in the data, active means inhibition above about 30%; inconclusive means no clear call, values can overlap the other calls; inactive means below that. This is a subset; count on the stated rates, not on these rows.

SMILES	Anthrax LF prot	TcdB GH inh	BH1578 lux ind	Y pestis TopoI	PfHsp40 rescue	PriA SSB inh	BoNT-A LC inh2	3CLpro inhibitor	PrPC surface inh
CCC1CCCCN1S(=O)(=O)c1ccc(NC(=O)c2nc(S(C)(=O)=O)ncc2Cl)cc1 (stereo unspecified)	0	0.0	-0.2	26	-1.5	1	-1.7	4	79*
CCCN1C(=O)S/C(=C/c2ccc(N3CCOCC3)o2)C1=O	1	1.3	-0.8	-1	-0.1	-8	-3.9	0	3
CCCc1nnc(NC(=O)CCC(=O)NCc2ccccc2Cl)s1	0	-2.7	-0.2	-1	-1.9	-19	1.6	-3	1
CC(=O)CC1c2ccccc2C=C(c2ccsc2)N1c1ccc(-c2cccs2)cc1 (stereo unspecified)	16	0.1	.	.	.	.	25	.	1
COc1ccc(OCCC(=O)OCC(=O)NCc2ccccc2)cc1	0	.	i	2	0.0	-15	0.6	2	6
COC(=O)c1ccc(CSc2nc3ccc(Cl)cc3[nH]2)o1	0	.	-0.5	-8	1.5	-4	0.7	10	11
Cn1cc(SCC(=O)Nc2nc3ccccc3s2)c2ccccc21	-4	.	0.6	-5	4.2	-12&8	0.5	1	14
COc1ccc(COC(=O)CNC(=O)C2CCCCC2)cc1F	3	2.3	.	3	-1.6	-13	-0.1	.	2
Cc1noc(C)c1S(=O)(=O)NCc1cccc(Cl)c1	5	-1.9	i	-8	0.1	-18	3.9	.	-1
COc1cc(C)ccc1OCCOCCOc1cc(C)c(C)cc1Br	-1	.	-0.2	33	5.6	-46	-0.2	-1	9
COCCCNC(=S)N1CCN(S(C)(=O)=O)CC1	0	.	-0.1	-8	-0.3	-9	0.0	-3	3
COc1ccc2c(c1)-c1nc(/N=C/c3ccc(O)c(OC)c3)sc1CC2	0	.	-0.6	-11	-0.9	.	0.1	3	.
CCCCN(C)c1c(C)nc2ccc(C(=O)NCCOc3ccc(OC)cc3)cn12	-6	.	i	14	.	.	-0.2	.	.
Cc1ccc(S(=O)(=O)N(C)C)cc1NC(=O)COc1ccccc1C(=O)Nc1ccccc1	?	-1.0	-1.2	3	0.8	-3	1.6	.	11
O=C(CN(c1ccc2c(c1)OCCO2)S(=O)(=O)c1ccccc1)NCc1ccc(Cl)cc1	-2	2.1	-0.1	27	9.8	-1	-1.6	2	9
Oc1[nH]c(=S)sc1/C=C1\C(c2ccccc2)=Nc2ccccc21	5	.	0.0	-7	-0.5	.	1.9	4	5
COc1ccc(NC(=O)CNC(=O)Cc2cccc3ccccc23)cc1	-10	0.6	-0.9	5	0.2	-2	-0.8	.	0
O=C(CCc1ccc(Oc2cc([N+](=O)[O-])cc([N+](=O)[O-])c2)cc1)NC1CCCC1	-1	1.4	-0.3	-5	8.8	4	-0.7	-1	-34
Cc1ccc(S(=O)(=O)N2CCCOC2CNC(=O)C(=O)NCCN2CCOCC2)cc1 (stereo unspecified)	.	1.0	i	-3	0.3	-2	.	0	0
Nc1nc(N)c2sc3nc4c(cc3c2n1)CCC4	-2	.	0.7	1	-1.2	-17	0.0	3	0

Pulled by compound from the entries so far (2):
SMILES	Anthrax LF prot	TcdB GH inh	BH1578 lux ind	Y pestis TopoI	PfHsp40 rescue	PriA SSB inh	BoNT-A LC inh2	3CLpro inhibitor	PrPC surface inh
Oc1[nH]c(=S)sc1/C=C1\C(c2ccccc2)=Nc2ccccc21	5	.	0.0	-7	-0.5	.	1.9	4	5
Cc1ccc(S(=O)(=O)N2CCCOC2CNC(=O)C(=O)NCCN2CCOCC2)cc1 (stereo unspecified)	.	1.0	i	-3	0.3	-2	.	0	0

(list continues)
SMILES	Anthrax LF prot	TcdB GH inh	BH1578 lux ind	Y pestis TopoI	PfHsp40 rescue	PriA SSB inh	BoNT-A LC inh2	3CLpro inhibitor	PrPC surface inh
Clc1ccc(CO/N=C2\CCCc3nonc32)cc1	2	.	i	-2	0.8	.	1.3	-3	11
CN1CCN(C(=O)NCC23CC4CC(CC(C4)C2)C3)CC1	-7	2.1	i	7	0.5	-7	-0.9	-6	0
CC(C)(C)C(=O)OCC1OC(n2cnc(C(N)=O)n2)C(O)C1O (stereo unspecified)	-2	.	-7.1	-9	-1.7	8	-0.3	-5	-3
Cc1ccc(S(=O)(=O)N(C)C)cc1NC(=O)CN1CCCC1	5	1.0	-0.2	10	-0.8	0	-0.5	-2	1
CC(C)N(C(=O)NC(=O)Nc1ccccn1)S(C)(=O)=O	1	0.6	i	3	-0.8	-16	-0.8	6	3
CC(=O)c1ccc(NS(=O)(=O)c2ccc3c(c2)CCC(=O)N3)cc1	6	-0.5	i	-8	-0.7	-5	-0.8	.	5
C[C@@H](NC(=O)C1(c2ccccc2)CCN(C(=O)OC(C)(C)C)CC1)C(=O)N[C@@H](C(=O)O)c1ccccc1	0	-0.6	0.2	3	-0.7	-2	0.7	0	4
COC(=O)C1=C(C)Nc2ncnn2C1c1ccco1 (stereo unspecified)	-3	.	2.8	2	1.0	0	-0.2	-5	2
COc1cc(Cl)c(S(=O)(=O)NCc2ccccn2)cc1Cl	-5	.	i	-7	2.0	-14&-12	-1.9	-1	8
COC(=O)[C@@]1(Cc2ccc(F)cc2)[C@H]2c3cc(C(=O)N4CCCC4)n(CCSCCO)c3C[C@H]2CN1C(=O)c1ccccc1	1	0.7	.	.	.	.	-1.2	.	-7
Cc1ccc(C2(CCNCc3ccc(N(C)C)cc3)CCOC(C(C)C)C2)cc1 (stereo unspecified)	-5	1.0	i	7	0.3	35	-1.3	1	1
CCOC(=O)c1ccc(N=Nc2c(C)c(C#N)c(O)[nH]c2=O)cc1	-2	.	-0.3	-8	-1.8	-4	-0.2	1	-6
O=C(c1cccc(N2C(=O)C3C4C=CC(C4)C3C2=O)c1)N1CCN(c2ccccc2Cl)CC1 (stereo unspecified)	1	2.1	-3.7	25	1.9	35	-0.8	-2	6
COc1cccc(C(=O)Nc2nnc(-c3ccc(OC)cc3OC)s2)c1	-2	1.4	i	-1	1.0	-17	-3.2	3	2
CC1Cc2ccccc2N1C1=NS(=O)(=O)c2ccccc21 (stereo unspecified)	-2	1.6	-0.4	0	0.0	-2	0.3	-1	-2
CCC(NC(=O)c1ccccc1NC(=O)c1ccccc1)C(=O)O (stereo unspecified)	0	0.2	i	2	-1.1	-13	0.2	3	-3
COC(=O)CSc1nc2cc(Cl)ccc2c(=O)n1C1CCCC1	-9	.	.	-9	-2.1	-36	-0.5	0	0
NCCN1CCN(CC(=O)N2c3ccccc3C(=O)Nc3cccnc32)CC1	-3	-6.5	i	4	-1.1	0	-0.1	.	3
COc1ccccc1N1CCN(C(=O)c2cc(S(=O)(=O)N3CCOCC3)ccc2C)CC1	0	1.5	-1.0	7	0.2	4	-0.8	.	-6
O=S(=O)(c1ccc(F)cc1)N1CCC2(CC1)OCCO2	3	1.1	i	2	0.6	-9	0.6	2	-4
COc1ccc(NC2CCCN(C(=O)CN3C(=O)c4ccccc4C3=O)C2)cc1OC (stereo unspecified)	0	1.8	5.8	-2	0.0	3	0.5	-1	-1
Cc1cc(C)cc(OCC(=O)OCC(=O)Nc2c(C)n(C)n(-c3ccccc3)c2=O)c1	-2	0.9	-0.3	9	-1.1	-5	0.7	2	-2
CCOc1ccc(NC(=O)NC(=O)N(C)S(=O)(=O)c2ccc(C)cc2)cc1	-2	0.4	-0.3	6	-0.5	-19	2.4	-1	2
CC1(C)CC(=O)C=C(NCc2cccs2)C1	-11	.	-0.7	-2	-0.8	-11	-2.0	1	-1
CCOc1ccc(OCC)c(NC(=O)CN2CCN(CC(=O)NC(C)C)CC2)c1	9	1.4	i	8	2.4	-5	-3.1	3	-2
N#Cc1c(-c2ccccc2Cl)cc(-c2ccccc2)nc1Br	-1	-0.1	-0.1	1	-0.6	-75	0.5	-2	1
COP(=O)(OC)C(NC(C)=O)C(Cl)(Cl)Cl (stereo unspecified)	-8	-2.2	.	-2	-0.9	-2	0.6	1	4
CC(C)(C)n1nnnc1CN(Cc1cccnc1)Cc1ccccc1Cl	-1	.	i	30	?	-23	0.1	4	3
CC(=O)CCc1ccc(OCCCCn2cncn2)cc1	-2	.	-7.7	7	0.5	-1	-0.8	-6	0
CCOC(=O)c1ccc2c(c1)nc(SCC(=O)c1cc3ccccc3o1)n2CC	-3	.	-1.9	25	7.9	13	3.9	1	5

Reprinted from above for reference:
SMILES	Anthrax LF prot	TcdB GH inh	BH1578 lux ind	Y pestis TopoI	PfHsp40 rescue	PriA SSB inh	BoNT-A LC inh2	3CLpro inhibitor	PrPC surface inh
COc1ccccc1N1CCN(C(=O)c2cc(S(=O)(=O)N3CCOCC3)ccc2C)CC1	0	1.5	-1.0	7	0.2	4	-0.8	.	-6
O=S(=O)(c1ccc(F)cc1)N1CCC2(CC1)OCCO2	3	1.1	i	2	0.6	-9	0.6	2	-4
COc1ccc(NC2CCCN(C(=O)CN3C(=O)c4ccccc4C3=O)C2)cc1OC (stereo unspecified)	0	1.8	5.8	-2	0.0	3	0.5	-1	-1
Cc1cc(C)cc(OCC(=O)OCC(=O)Nc2c(C)n(C)n(-c3ccccc3)c2=O)c1	-2	0.9	-0.3	9	-1.1	-5	0.7	2	-2
CCOc1ccc(NC(=O)NC(=O)N(C)S(=O)(=O)c2ccc(C)cc2)cc1	-2	0.4	-0.3	6	-0.5	-19	2.4	-1	2
CC1(C)CC(=O)C=C(NCc2cccs2)C1	-11	.	-0.7	-2	-0.8	-11	-2.0	1	-1
CCOc1ccc(OCC)c(NC(=O)CN2CCN(CC(=O)NC(C)C)CC2)c1	9	1.4	i	8	2.4	-5	-3.1	3	-2
N#Cc1c(-c2ccccc2Cl)cc(-c2ccccc2)nc1Br	-1	-0.1	-0.1	1	-0.6	-75	0.5	-2	1
COP(=O)(OC)C(NC(C)=O)C(Cl)(Cl)Cl (stereo unspecified)	-8	-2.2	.	-2	-0.9	-2	0.6	1	4
CC(C)(C)n1nnnc1CN(Cc1cccnc1)Cc1ccccc1Cl	-1	.	i	30	?	-23	0.1	4	3
CC(=O)CCc1ccc(OCCCCn2cncn2)cc1	-2	.	-7.7	7	0.5	-1	-0.8	-6	0
CCOC(=O)c1ccc2c(c1)nc(SCC(=O)c1cc3ccccc3o1)n2CC	-3	.	-1.9	25	7.9	13	3.9	1	5
